Screening results deposited in PubChem BioAssay by National Center for Advancing Translational Sciences (NCATS).
PLK1 PBD inh = blocks phosphopeptide binding to human PLK1 polo-box domain | P53350 | Plk1 PBD binding of FITC phosphopeptide, fluorescence polarization | Potency, µM, for inactives: max response, negative = inhibition, hits mostly inhibitors | 360,000 tested, 2.8% active | AID 720504; also: potency is read from the fitted curve at half-maximal effect; series mostly up to about 57 µM; % is scaled to controls: 0 for no effect and ±100 for the full control effect; nearly all actives have a fitted effect of over 65% in size
Target sequence (P53350 whole entry, looked up, the tested form may be a part): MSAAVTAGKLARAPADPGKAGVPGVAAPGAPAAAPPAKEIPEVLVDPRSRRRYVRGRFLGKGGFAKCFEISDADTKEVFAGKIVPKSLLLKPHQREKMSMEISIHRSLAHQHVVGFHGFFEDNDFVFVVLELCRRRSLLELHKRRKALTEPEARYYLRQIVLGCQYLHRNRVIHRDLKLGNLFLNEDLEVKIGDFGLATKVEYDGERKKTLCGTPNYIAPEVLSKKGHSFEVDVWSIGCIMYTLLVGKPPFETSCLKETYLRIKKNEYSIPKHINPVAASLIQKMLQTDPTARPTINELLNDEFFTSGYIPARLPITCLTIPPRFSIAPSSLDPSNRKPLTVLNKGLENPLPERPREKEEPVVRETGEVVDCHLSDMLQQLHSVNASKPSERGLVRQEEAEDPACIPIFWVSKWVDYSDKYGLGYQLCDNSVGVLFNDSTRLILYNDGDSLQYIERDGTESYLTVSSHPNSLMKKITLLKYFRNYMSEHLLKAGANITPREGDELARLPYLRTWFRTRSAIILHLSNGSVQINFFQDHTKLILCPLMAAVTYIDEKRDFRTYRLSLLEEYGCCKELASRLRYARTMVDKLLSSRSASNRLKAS
EPAC1 agonist = EPAC1 (human) agonism; 360,000 tested, 0.073% active; Potency, µM (doses to about 154 µM), without a hit: top-dose activation, most hits filed as activators; O95398; EPAC1 agonist qHTS, biochemical assay; response scale: 100% = response to 6.5 mM cAMP; AID 720707; also: potency is read from the fitted curve at half-maximal effect; nearly all actives have a fitted effect of over 60% in size
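Compounds were pinned as a concentration titration into mixtures of EPAC1 (100 nM), BODIPY-GDP-loaded Rap1B (250 nM) and GDP (50 uM). After 5 min at room temperature, fluorescence was followed for 30 min; activity was scaled to 6.5 mM cAMP.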
CCT modulator = modulators of cytosolic chaperonin (CCT/TRiC) activity. purified chaperonin ATPase assay, HTRF ADP detection, 30 min. activity change, % (test concentration not listed), hits read low. 360,000 tested, 0.3% active. AID 651819; in the data active = activity change below about -30%; also: % is scaled to controls: 0 for no effect and ±100 for the full control effect
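Enzyme 40 or 20 nM (batch-dependent) in Tris pH 7.4/KCl/MgCl2/DTT; cpd 76 uM single point; ATP 10 uM; 30 min 37 °C; Transcreener ADP HTRF detection, 30 min RT; ratio 665/615.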
EPAC2 ag = agonists of human EPAC2 (RAPGEF4) | 360,000 tested, 0.079% active | Potency, µM (series often up to 154 µM), without a hit: at the highest dose activation, actives largely listed as activators | EPAC2 activation, biochemical qHTS; response scale: 100% = 6.5 mM cAMP response; also: potency is read from the fitted curve at half-maximal effect; nearly all actives have a fitted effect of over 50% in size
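Each well held 100 nM EPAC2, 250 nM RAP1B-BODIPY-GDP and 50 uM GDP. Fluorescence, read at 5-min intervals to 30 min, was referenced to a 6.5 mM cAMP positive control.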
PI5P4Ka inh = blocks human PI5P4K alpha kinase activity; P48426; PI5P4Kalpha enzyme, ADP-Glo luminescence, 60 min; hits give low values; max response, %; 330,000 tested, 1.2% active; AID 652105; active = max response of -50% or lower; inconclusive = between -30% and -50%; inactive = -30% or higher; also: value at the top dose of about 77 µM; % is scaled to controls: 0 for no effect and ±100 for the full control effect
Target sequence (P48426 whole entry, looked up): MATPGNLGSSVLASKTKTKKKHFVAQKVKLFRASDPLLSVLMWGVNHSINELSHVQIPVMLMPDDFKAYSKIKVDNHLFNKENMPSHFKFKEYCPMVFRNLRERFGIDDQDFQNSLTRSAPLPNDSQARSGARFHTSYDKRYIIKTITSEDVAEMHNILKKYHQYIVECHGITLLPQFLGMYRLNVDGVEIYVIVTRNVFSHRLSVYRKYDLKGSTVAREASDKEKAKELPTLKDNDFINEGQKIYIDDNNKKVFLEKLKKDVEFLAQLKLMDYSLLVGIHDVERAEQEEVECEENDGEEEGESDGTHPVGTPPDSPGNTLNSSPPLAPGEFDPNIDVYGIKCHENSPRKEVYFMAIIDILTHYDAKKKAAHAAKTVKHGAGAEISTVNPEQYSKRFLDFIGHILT
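PI5P4Kalpha ADP-Glo assay; 5 microM ATP final; 60 min RT reaction; HEPES pH 7.4/EGTA/CHAPS, 5% DMSO; controls lacking substrate or enzyme; luminescent end-point.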
EPAC1 antag = EPAC1 (human) antagonism; Potency, µM (doses to about 115 µM), for the others: at the highest dose activity change, negative = inhibition, hits mostly inhibitors; 360,000 tested, 0.14% active; EPAC1 GEF assay, Rap1b-BODIPY-GDP exchange fluorescence; O95398;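 also: potency is read from the fitted curve at half-maximal effect; plate controls were vehicle for no effect and positive control for full effect; nearly all actives have a fitted effect of over 50% in size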
WRN helicase inh = blocks human WRN helicase. 360,000 tested, 0.46% active. WRN helicase unwinding, fluorescent forked duplex, kinetic. Q14191. Potency, µM (doses to about 114 µM), without a hit: at the top dose activity change, negative = inhibition, usual class: inhibitors; also: potency is read from the fitted curve at half-maximal effect; % is scaled to controls: 0 for no effect and ±100 for the full control effect; nearly all actives have a fitted effect of over 55% in size
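Screening of the MLSMR collection measured strand separation of a quenched forked DNA duplex (100 nM) by 20 nM WRN with 2 mM ATP, all final. Compounds were preincubated with enzyme 15 min at room temperature.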
IL-2 act = IL-2 activation; IL-2 activation reporter assay, cell-based qHTS; stimulated with anti-CD3/CD4/CD28 beads; in transgenic mouse T cells; activation, % (series mostly up to about 46 µM); 360,000 tested, 0.065% active; AID 652025; in the data active = activation above about 50%; inconclusive = mostly about 30% to 49%; also: 0% is about no effect
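Quantitative HTS in unstimulated transgenic mouse T cells, with memory T cells as non-tolerant control and PMA/ionomycin as tolerance-bypass control. Compound pretreatment lasted 60 minutes before 18 h bead stimulation; EGFP/DsRed fluorescence read.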
Starred values were filed as active, the others as inactive; ? = inconclusive; nt = not tested or not shown; [ ] = remark or other dose. Unless noted, calls follow the shape of the dose curve; as a rule, active = well fitted curve in the direction sought with a large enough effect; inconclusive = small, poorly fitted or top-dose-only effect, or another doubt; inactive = no such curve, though single readings can be large; an effect the other way counts as inactive or inconclusive. Not all compounds are listed. The share of hits here may be higher or lower than overall.

SMILES	PLK1 PBD inh	EPAC1 agonist	CCT modulator	EPAC2 ag	PI5P4Ka inh	EPAC1 antag	WRN helicase inh	IL-2 act
Cc1ccc(NC(=O)CC2SC(=O)NC2=O)cc1 (centres undefined)	?	3.0%	-2.5	10.8%	-11.0	-2.2%	4.6%	-5.8
Cc1ccc(/C=N/NC(=O)CSc2nc3nc(C)cc(C)n3n2)cc1	1.1%	1.6%	0.0	-1.4%	nt	12.8%	2.5%	-2.6
CN1CCc2c(sc3c2C(=O)NC(/C=C/c2ccco2)N3)C1 (centres undefined)	-7.8%	-0.2%	-2.3	2.1%	nt	8.5%	-27.0%	0.3
Cc1cc(O)c(C(C)C)cc1NC(=O)c1ccc(Cl)cc1	1.0%	3.3%	0.2	10.4%	-1.4	6.0%	-5.8%	-0.2
CCOC(=O)Cc1nn(CCc2ccccn2)c(=O)c2ccccc12	2.1%	0.7%	1.1	2.1%	4.8	-6.6%	-9.8%	-2.1
COc1ccc(C(=S)N2CCC(C(N)=O)CC2)cc1Br	18.9µM*	0.9%	-2.2	4.0%	-9.0	-25.0%	0.5%	-0.4
CCNC(=O)COC(=O)C1CCC(=O)N(c2ccc(OC)cc2)C1c1ccc(OC)cc1 (centres undefined)	-1.4%	-0.7%	-1.7	5.0%	nt	-7.4%	3.0%	-1.5
O=C(NCC1CCCO1)c1ccc(C(=O)NCC2CCCO2)cc1 (centres undefined)	-7.6%	-3.9%	0.6	-0.8%	9.4	5.7%	1.6%	0.5
CC(C)(O)C1CC[C@@](C)([C@@H]2CC[C@]3(C)[C@H]2[C@H](O)CC2[C@@]4(C)CCC(O)C(C)(C)C4C(OC4OC(CO)C(O)C(O)C4O[C@@H]4OCC(O)C(O)C4O)C[C@]23C)O1 (some centres undefined)	-13.5%	-2.7%	-1.7	2.0%	-8.3	-10.9%	2.3%	0.3
O=C(CN1C(=O)C(=O)c2ccccc21)NC1CCCCC1	-9.9%	3.4%	-0.9	-4.8%	nt	7.3%	11.3%	-2.4
Cc1ccc2[nH]c3c(c2c1)CCCC3C(N)=O (centres undefined)	-25.7%	-5.0%	-0.3	-0.5%	7.3	-15.7%	-2.4%	0.1
O=C(COC(=O)COc1ccccc1)NCc1ccccc1	-1.2%	1.0%	-5.6	1.9%	3.7	12.3%	-23.1%	-1.1
OC(c1ccccc1)(c1nc(-c2ccc(Cl)cc2)cs1)C(F)(F)F (centres undefined)	-1.9%	-6.0%	-0.5	1.6%	-12.6	-23.6%	-13.2%	-0.6
O=C(NCc1ccc(Cl)c(Cl)c1)c1ccco1	-14.5%	-2.3%	3.4	4.2%	0.6	7.4%	-16.9%	-0.2
Cc1ccc(OCC(O)CN2CCN(CC(O)COc3ccc(C)cc3)CC2)cc1 (centres undefined)	-9.0%	4.7%	-4.6	12.1%	-0.2	-6.3%	-9.9%	-0.5
O=C(NO)c1cc(OCC(F)(F)F)ccc1OCC(F)(F)F	-1.3%	7.2%	-1.6	6.5%	-0.2	-15.5%	-5.4%	0.0
CCc1ccc[n+](-c2[nH]c(=O)sc2/C=N/NC([S-])=Nc2ccccc2)c1	21.2µM*	?	-2.3	?	?	34.5%[activator]	?	-0.4
CC(C)c1ccc(NC2CCCN(C(=O)c3cnc4ccccn4c3=O)C2)cc1 (centres undefined)	-3.1%	-8.4%	1.5	1.5%	1.3	0.2%	-6.0%	-0.7
Cc1cc(F)ccc1S(=O)(=O)N1CCC2(CC1)OCCN2S(=O)(=O)c1cccs1	3.0%	2.8%	-1.1	6.7%	2.3	2.0%	-1.3%	0.0
O=C(CSc1n[nH]c(-c2ccncc2)n1)Nc1ccccc1C(F)(F)F	-17.8%	6.6%	-0.1	7.8%	3.2	-11.3%	1.4%	0.5
CCOC(=O)c1ccc(NC(=O)CSCC(=O)OCC(=O)c2ccccc2)cc1	-3.6%	-5.2%	2.1	8.8%	3.4	3.9%	-7.7%	-0.4
O=C(CSc1cccc[n+]1[O-])Nc1cccc(Oc2ccccc2)c1	-4.3%	2.1%	-0.7	4.6%	-9.1	-1.9%	0.2%	0.2
CCOc1ccc(N2CCc3c(C)nc(SC)nc32)cc1	-7.3%	7.4%	-0.1	-1.0%	-7.2	-13.0%	0.3%	-0.2
Cc1[nH]c2ccccc2c1SCC(=O)N1CCOCC1	-8.7%	-0.9%	-0.5	6.5%	-0.7	-14.4%	2.6%	-0.8
COc1cc(S(=O)(=O)N(Cc2ccccc2)CC2CCCO2)ccc1-n1cnnn1 (centres undefined)	-10.6%	8.1%	0.4	11.6%	-3.6	-24.8%	-8.5%	1.0
COc1ccc(CNC(=O)CCC2N=C3c4ccccc4N=C(SCC(=O)NCC4CCCO4)N3C2=O)cc1 (centres undefined)	-5.0%	-11.4%	-0.7	-6.9%	0.3	-17.2%	-1.0%	-0.6
Cc1ccc(N(C(=O)c2csnn2)C(C(=O)NC2CCCCC2)c2ccccn2)cc1 (centres undefined)	-5.2%	-10.6%	-2.9	9.9%	-4.1	-12.4%	-0.9%	0.9
[O-][n+]1ccc(OCc2ccccc2)cc1	3.3%	-2.0%	-2.8	8.0%	5.2	1.8%	0.5%	-1.9
CCOC(=O)c1sc2nc(C3CC3)cc(-c3ccc(F)cc3)c2c1N	-4.3%	8.8%	-2.6	3.9%	nt	-2.2%	5.7%	-0.7
CC(=O)c1ccc(C(=O)Nc2ccc3c(c2)C(=O)NC3=O)cc1	-6.4%	-4.7%	-0.3	14.9%	-5.0	-26.7%	-20.8%	-3.1
CCCCCn1c(=S)[nH]c2cc(C(=O)N3CCCC3)ccc2c1=O	2.3%	-12.6%	-2.9	11.2%	-6.8	14.7%	3.3%	-0.7
O=C(c1cccc(S(=O)(=O)N2CCCCC2)c1)N(CCc1ccccc1)Cc1ccccc1	-2.2%	-3.9%	-1.7	2.5%	-0.7	5.2%	-5.8%	0.3
O=C(COC(=O)CCC(=O)c1cccs1)NCc1ccccc1	-17.3%	6.3%	-2.8	14.1%	-17.2	-0.2%	-1.6%	2.2
FC(F)(F)c1ccccc1CNCc1ccc2c(c1)OCO2	-9.6%	6.6%	-1.2	12.2%	-0.6	-2.4%	6.4%	-0.6
OCCN(Cc1ccccc1)C(=S)NC1CCCCC1	-9.7%	10.9%	-1.4	8.4%	1.3	-7.1%	9.8%	0.0
CCn1c(C)c(C(C)=O)c(N2CCN(c3cccc(Cl)c3)CC2)nc1=S	-9.0%	-16.6%	-0.3	-1.0%	-7.2	-11.1%	-9.3%	-1.7
Cc1ccc(C)c(NS(=O)(=O)c2cc(C(N)=O)ccc2C)c1	-6.6%	3.1%	-2.0	9.4%	nt	2.1%	-3.5%	-1.6
CCOC(=O)[C@]12CCCC=C1N(Cc1ccc3c(c1)OCO3)C(=O)[C@H](CC(=O)NCCc1ccccc1OC)C2	-6.0%	10.5%	-2.0	11.6%	12.7	3.7%	0.8%	-0.5
CC(C)Cn1c(SCC(=O)N(C)c2c(N)n(Cc3ccccc3)c(=O)[nH]c2=O)nc2ccccc21	-8.1%	4.9%	-2.5	-10.9%	-2.1	2.0%	2.2%	0.7
Cc1ccc2c(c1)N(CC(=O)NCCc1ccc(Cl)cc1)C(=O)c1cccnc1O2	-4.9%	5.9%	-1.2	9.0%	-3.2	-11.6%	-7.2%	-2.7

Part of the list above with just CCT modulator, EPAC2 ag and WRN helicase inh:
| structure | CCT modulator | EPAC2 ag | WRN helicase inh |
| --- | --- | --- | --- |
| O=C(c1cccc(S(=O)(=O)N2CCCCC2)c1)N(CCc1ccccc1)Cc1ccccc1 | -1.7 | 2.5% | -5.8% |
| O=C(COC(=O)CCC(=O)c1cccs1)NCc1ccccc1 | -2.8 | 14.1% | -1.6% |

Next part.
SMILES	PLK1 PBD inh	EPAC1 agonist	CCT modulator	EPAC2 ag	PI5P4Ka inh	EPAC1 antag	WRN helicase inh	IL-2 act
CCOC(=O)C1=C(C)N(C)C(=O)NC1c1c(O)ccc2ccccc12 (centres undefined)	-6.4%	-6.7%	-0.2	-2.5%	-1.8	6.1%	1.9%	-0.3
COc1ccccc1CNC(=O)COC(=O)c1nccnc1N	-3.2%	16.2%	0.4	2.0%	-25.0	6.3%	-3.9%	1.4
COC(=O)[C@@]1(Cc2ccc(OC)cc2)[C@H]2c3cc(C(=O)N4CCCC4)n(CCc4ccc(OC)c(Br)c4)c3C[C@H]2CN1C(=O)c1ccccc1	-0.7%	-3.4%	-0.4	10.4%	-0.5	2.2%	-4.7%	-0.7
CCOC(=O)c1[nH]c(C)c(C(=O)OC(C)C(=O)Nc2ncc(Cl)cc2Cl)c1C (centres undefined)	-12.8%	-6.3%	-2.2	-5.6%	1.1	-0.5%	6.0%	-2.3
O=S(=O)(c1ccccc1)c1cnn(-c2ccccc2)c1-c1ccc(F)cc1	-9.2%	9.5%	-0.8	8.4%	-0.9	-14.3%	-6.7%	-2.4
CC(C)(C)c1cc(C2COC(=O)COCCOCC(=O)OCCOCCO2)cc(C(C)(C)C)c1O (centres undefined)	-5.0%	-3.6%	1.6	-1.4%	6.9	-3.1%	1.7%	-0.2
Cc1nn(-c2ccccc2)c2c1C(c1ccc(F)cc1)C(C#N)=C(N)O2 (centres undefined)	23.8µM*	12.2%	0.9	-4.0%	6.8	-10.1%	-31.8%	-1.8
COc1cccc2sc3cc(NCCCN4CCOCC4)ccc3c(=O)c12	-4.3%	-11.5%	-3.4	6.1%	-7.5	-24.2%	-20.8%	-1.9
On1nnc2c3ccccc3c3ccccc3c21	-7.3%	5.2%	0.5	3.0%	-5.1	4.3%	-9.2%	-3.9
Cc1cccc(-n2c(-c3ccncc3)n[nH]c2=S)c1	-10.3%	2.8%	0.9	-28.2%[15.6 µM]	-6.7	-5.0%	0.6%	0.2
CSCCC1NC(=O)N(CC(=O)Nc2cc(C)on2)C1=O (centres undefined)	-2.7%	-6.1%	0.5	5.0%	6.4	-12.0%	0.0%	0.7
Cc1cccc(N2CC(C(=O)NCCC3=CCCCC3)CC2=O)c1C (centres undefined)	-4.8%	1.5%	-13.5	-0.5%	3.1	-6.9%	0.0%	0.7
S=c1[nH]c(-c2ccc(Cl)cc2)cs1	9.47µM*	3.5%	-7.9	-5.1%	?	-0.2%	-22.5%	-0.2
COc1ccccc1Nc1ccc(NS(=O)(=O)c2ccc(C(C)=O)cc2)cc1	-8.7%	15.9%	0.7	22.6%	10.3	-17.2%	-9.2%	1.4
O=C(Cc1ccc(Cl)cc1)Nc1ccc2oc(-c3ccncc3)nc2c1	-4.8%	-6.7%	0.3	-4.3%	-3.9	-4.0%	-0.7%	-1.8
